# Shn3 inh set2 – inhibitors of Schnurri-3 3'UTR reporter in osteoblasts | Clone20 osteoblast Shn3 3'UTR firefly luciferase, 24 h | inhibition, % at 12.5 µM | 0.52% of 360,000 active;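 active means mean inhibition of at least 75% with every replicate also reaching 75%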;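 further: 0% = median of neutral control wells and 100% = pilot-screen positive control compound; some compounds past the cut are filed as inactive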
# LMP1 NFkB inh – inhibitors of Epstein-Barr LMP1-induced NF-kappaB reporter; 0.69% of 350,000 active; inhibition, % at 12.5 µM; AID 504558; LMP1-induced NF-kappaB luciferase reporter cells, luminescence; in the data active means inhibition above about 41%;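 further: 0% = neutral control wells and 100% = reference inhibitor control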
# HIF-2a inh – HIF-2a inhibition. 786-0 RCC cells HIF-2a reporter, luciferase luminescence, overnight. inhibition, % at 18.8 µM. 0.72% of 360,000 active;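 active means inhibition of the luminescence signal of 40% or more relative to plate controls, in a single-dose primary screen at 18.75 µM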
# Peg3 prom inh – reduces Peg3 promoter-driven luciferase expression in HeLa | HeLa PEG-Prom luciferase reporter, luminescence, overnight | inhibition, % at 20 µM | 1.7% of 360,000 active;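 active means inhibition of at least 50% at 20 µM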
# NR2E3 ag-1 – agonists of human NR2E3 nuclear receptor; Q9Y5X4; CHO-S Gal4-NCOR/VP16-NR2E3 two-hybrid, luciferase; inhibition of corepressor binding, % at 3.98 µM; 0.35% of 360,000 active; AID 602229;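 active means inhibition above the mean of all tested compounds plus 3 SD, cut at about 70% in these data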;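 further: 0% = DMSO with NR2E3 transfected cells and 100% = cells lacking NR2E3 construct; higher means lower luciferase signal from less NR2E3 corepressor binding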
# Target sequence (Q9Y5X4 whole entry, looked up, the tested form may be a part): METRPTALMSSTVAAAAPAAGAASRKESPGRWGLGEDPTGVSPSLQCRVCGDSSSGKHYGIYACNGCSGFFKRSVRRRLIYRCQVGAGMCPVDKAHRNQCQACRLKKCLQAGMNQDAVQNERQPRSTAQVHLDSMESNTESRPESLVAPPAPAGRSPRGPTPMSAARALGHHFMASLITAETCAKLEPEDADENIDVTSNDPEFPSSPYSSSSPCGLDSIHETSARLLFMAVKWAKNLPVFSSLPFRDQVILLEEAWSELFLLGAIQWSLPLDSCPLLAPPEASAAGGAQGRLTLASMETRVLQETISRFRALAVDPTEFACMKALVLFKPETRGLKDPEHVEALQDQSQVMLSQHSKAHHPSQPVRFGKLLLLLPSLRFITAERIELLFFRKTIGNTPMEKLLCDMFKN
# CF NFkB inh – cystic fibrosis NF-kB activation inhibition; inhibition, % at 5 µM; 0.86% of 360,000 active; KKLEB NF-kB-GFP reporter, PAF-induced, GFP fluorescence overnight;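 active means at least 50% inhibition at 5 µM, scaled per plate between neutral and stimulator controls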;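 further: PAF is a Pseudomonas aeruginosa culture filtrate used as stimulus; plate controls were PAF-stimulated DMSO wells for no effect and unstimulated DMSO wells for full effect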
# C8 TRAIL sens – sensitizes caspase-8 expressing cells to TRAIL | 1% of 360,000 active | inhibition (viability loss, TRAIL sensitization), % at 10 µM | NB7+C8 cells + TRAIL, ATPlite viability luminescence;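 active means compounds causing at least 50% loss of cell viability in the single-dose screen, relative to plate controls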
# hiPSC survival – enhancers of human iPSC single-cell survival; 0.044% of 360,000 active; survival enhancement, % at 20 µM; hiPSC single-cell survival, ATPlite luminescence; 100% = ROCK inhibitor wells, 0% = DMSO; in the data active means survival enhancement above about 18%;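 further: cells exposed to compounds for 16 hours before the ATP read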
# TRPM1 prom inh – inhibitors of MITF-driven TRPM1 promoter in melanoma cells; SK-MEL-5 TRPM1 promoter luciferase, 24 h; inhibition, % at 12.5 µM; 0.83% of 330,000 active; AID 488899;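 active means mean inhibition across replicates of 60% or more, whatever share of single replicates reaches that level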; further: values of inactives mirror those of a sister screen read the other way
# KKLEB cytotox – reduces viability of KKLEB cystic fibrosis airway cells. AID 602141. KKLEB CF airway cells viability, ATPlite luminescence, overnight; hits give low values; cells stimulated with P. aeruginosa culture filtrate. activity change (cytotoxicity), % at 5 µM. 0.36% of 360,000 active;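 active means corrected activity change at or below -50% at 5 µM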
# NR2E3 ag-2 – agonists of human nuclear receptor NR2E3; Q9Y5X4; GST-NR2E3/biotin-RetCOR TR-FRET, 1536-well; inhibition of corepressor binding, % at 4.78 µM; 0.12% of 320,000 active; AID 2300;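 active means percent inhibition above the cutoff of mean plus 3 SD of all tested compounds, set per screening campaign, cut at about 20% in these data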;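 further: 0% = DMSO wells and 100% = biotin wells as full block of FRET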
#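 Material: NR2E3–RetCOR corepressor complex | Quantity: 1.35 nM GST-tagged NR2E3 final | Schedule: 5 h at 4 °C | Replication: Singlicate compound wells | Reagent: RetCOR corepressor, biotinylated, 7 nM | Controls: Biotin wells as high control, 0.6% DMSO wells as low control | Signal: TR-FRET, Eu(K)-anti-GST donor, streptavidin-D2 acceptor, ex 340, em 617/671 nm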
# An asterisk follows results filed as active; / = not tested or not shown; & = joins results of further samples. An excerpt; count on the stated rates, not on these rows.
SMILES,Shn3 inh set2,LMP1 NFkB inh,HIF-2a inh,Peg3 prom inh,NR2E3 ag-1,CF NFkB inh,C8 TRAIL sens,hiPSC survival,TRPM1 prom inh,KKLEB cytotox,NR2E3 ag-2
COc1ccc(CNC(=O)COC(=O)c2c(NC(C)=O)sc(C)c2C)cc1OC,0,-2,4,4,20,26,11,-1.7,/,-20,/
C=CCN1C(c2ccccc2)=CS/C1=C(\C#N)c1nnc2n1CCCCC2,11,-14,-4,10,-1,3,23,0.6,6,-6,2
Cc1ccc(NC(=O)CSc2ccc(-c3ccccn3)nn2)cc1,1,0,-37,-2,1,-13,9,1.0,12,2,-1
CC(=O)Nc1ccc(-n2c(C)nc(=O)c(-c3ccccc3)c2C)cc1,/,-4,-2,-10,-22,9,9,-2.7,0,-10,1
Cc1ccc(CNS(=O)(=O)c2ccc(C(F)(F)F)cc2)n1C,-4,26,20,-2,-21,-4,-7,-0.2,5,9,-4
COc1ccc(CCNC(=O)C2CC(=O)N(C3CCCC3)C2)cc1OC (configuration not stated),1,-6,4,7,9,-4,-10,-1.7,-9,1,1
CCCc1nc2ccccc2n1C(=S)SC,7,-4,1,13,-20,5,3,1.1,3,4,1
COc1cc(CN2CCNC(=O)C2CC(=O)NCCCN2CCOCC2)cc(OC)c1 (configuration not stated),0,-7,4,5,-17,-14,3,0.0,-10,10,0
CCN(CC)C(=O)Cn1cc(C(=O)C(=O)N(CC)C2CCCCC2)c2ccccc21,-4,-8,7,12,-11,10,0,-0.6,8,-18,-1
COc1cc(S(=O)(=O)N2CCOCC2)cc(C(=O)OCC(=O)NC2CCCCC2)c1OC,-14,1,6,-5,-28,-12,-17,-0.1,7,8,4
CC(=O)Nc1ccc(NC(=O)CSc2nc3ccccc3c(=O)n2CCCN2CCOCC2)cc1,1,-5,8,27,1,-51,3,-3.3,-4,-1,/
N#CCCN(C(=O)COC(=O)c1cc2ccccc2oc1=O)c1ccccc1,-8,1,4,-6,-8,-9,-4,0.0,6,21,0
Cn1cc([N+](=O)[O-])c(C(=O)N/N=C/c2ccccc2)n1,-7,0,6,-5,-6,14,5,-2.0,9,6,2
O=C(O)c1ccc(OCC(O)Cn2c3ccccc3c3ccccc32)cc1 (configuration not stated),-16,-8,15,13,2,15,-13,-0.2,-2,-16,2
Cn1c(N)c(C(=O)COC(=O)c2cc(S(=O)(=O)NCc3ccccc3)ccc2O)c(=O)n(C)c1=O,-10,-4,17,12,-1,9,-9,1.0,0,-4,/
O=C(CCn1c(=O)c2sccc2n(Cc2cc(=O)n3ccccc3n2)c1=O)NCc1ccco1,-17,1,-12,27,9,-11,-9,3.4,8,0,7
C=CCNC(=S)NCC1COc2ccccc2O1 (configuration not stated),5,1,4,-2,11,-1,-2,-1.4,4,6,3
O=C(CSc1ncccn1)N1CCC(Cc2ccccc2)CC1,-4,-3,-9,1,-17,14,4,-0.4,1,6,2
COC(CNc1ccc([N+](=O)[O-])c(NCC(OC)OC)c1C#N)OC,11,-8,3,-5,5,8,-2,0.1,1,-10,-1
CCCOc1ccc(C(=O)NCC(C)(C)N2CCOCC2)cc1,2,-5,17,14,3,-10,13,-0.9,0,-3,2
Cc1cc(C)c(C)c(OCCN2CCOCC2)c1,-20,5,20,4,-6,4,10,3.4,-6,-4,1
O=C(NCCc1ccccc1)[C@@H]1CC=C[C@@H]2CCN(Cc3ccc(Cl)c(Cl)c3)C(=O)[C@@H]21,25,-4,6,28,13,-7,-1,0.0,8,1,-2
CN1C(=O)CSC1=NC12CC3CC(CC(C3)C1)C2,-33,-3,1,7,-30,25,-3,2.4,-1,-5,-4
Cc1cc(C)nc(SCCC(=O)Nc2ccc(F)cc2)n1,-3,-5,2,1,7,1,-6,3.8,10,4,-9
CCN1C[C@@H]2[C@@H]3C(=O)N(C)C(=O)[C@@H]3[C@](Cc3ccccc3)(C(=O)OC)N2C1=NC1CCCCC1,2,-2,-1,4,-5,0,-20,1.8,0,-7,/

# Next part.
SMILES,Shn3 inh set2,LMP1 NFkB inh,HIF-2a inh,Peg3 prom inh,NR2E3 ag-1,CF NFkB inh,C8 TRAIL sens,hiPSC survival,TRPM1 prom inh,KKLEB cytotox,NR2E3 ag-2
Cn1c(SC/C=C/c2ccccc2)nnc1-c1cnccn1,-13,-3,-14,-11,7,7,-7,-5.7,7,2,4
Cc1ccc(CNC2CCCCC2)s1,11,0,13,10,5,-16,4,0.4,5,2,2
NC(=O)C1CCN(c2nc(-c3ccccc3)nc3c2oc2ccccc23)CC1,9,-9,-13,27,7,-75,-10,-2.5,10,-3,/
COc1ccccc1-n1nnnc1SCC(=O)Nc1ccccn1,-5,4,-3,7,2,4,-4,0.6,-1,13,2
CC(=O)Nc1ccc(Nc2ccc3nonc3c2[N+](=O)[O-])cc1,11,-7,19,5,-9,4,-15,-0.1,-1,22,-2
COc1cc2c(cc1OC)CN(C(=O)CCCN1C(=O)c3ccccc3C1=O)CC2,-5,1,4,10,4,1,-5,2.2,-4,-21,-1
COc1cc(OC)cc(C(=O)NCCSCc2ccc(Cl)cc2)c1,0,-11,18,22,-5,-16,4,1.1,-2,0,-2
O=C(Nc1cccc(-n2cnnn2)c1)c1cccc(Cl)c1,3,15,-6,-7,1,-13,18,0.1,2,7,-2
CCC(=O)N1c2ccccc2[C@@H](N(C(C)=O)c2ccccc2)C[C@H]1C,-24,4,-23,5,-3,-59,5,-1.3,4,-1,4
COc1cccc(C(=O)NN2CCOCC2)c1,-3,0,13,1,20,29,12,-0.3,-82,-1,1
CC(=O)Nc1ccc2c(CSc3nnc(-c4cccnc4)n3-c3ccc(C)cc3C)cc(=O)oc2c1,8,5,29,7,-7,-22,23,3.8,-2,16,3
CCCCOc1ccc(-c2ncc([N+](=O)[O-])cn2)cc1,-54,-34,-230,-196,-35,-2,3,0.1,-120,0,0
CCOC(=O)[C@@H](C)N(C(=O)OC(C)(C)C)S(=O)(=O)N(Cc1ccccc1)[C@H](C(=O)OC)C(C)C,23,-2,9,9,1,15,-3,1.1,-12,-10,/
COCCNc1c(-c2ccc(O)cc2)nc2ccc(Cl)cn12,-35,1,-60,-33,-13,-4,5,-0.5,1,2,-1
COc1ccc(CCNC(=S)Nc2cccc(C)c2)cc1,6,-1,-4,7,-3,5,-11,-1.9,-2,1,1
CCOC(=O)N1CCC(N2Cc3cccc(C(=O)Nc4ccc(OC)c(OC)c4)c3C2=O)CC1,-1,-5,-43,36,-15,22,16,3.6,-1,-10,1
CCC(C)[C@H](NC(=O)N1CCCC1)C(=O)O (some centres not stated),5,-2,17,9,-17,17,11,3.0,10,-13,0
COc1ccc2cc(CCC(C)=O)ccc2c1,-222&-78,-28,-306,-290,-82,-12,16,0.0,-110,5,4
CNc1c(NS(=O)(=O)c2ccc(OC)c(Cl)c2)c(=O)oc2ccccc12,1,-4,7,26,5,2,15,-0.6,-8,-4,1
C=CCn1c(=O)c(C(=O)NCCNCC)c(O)c2ccccc21,5,-20,-15,8,20,19,-4,-0.6,-5,-10,-2
O=C(O)c1cc(S(=O)(=O)NC(Cc2c[nH]c3ccccc23)C(=O)O)ccc1Cl (configuration not stated),3,2,15,5,-36,-17,-6,0.7,5,8,-1
OC[C@@H]1CN(Cc2cccs2)C[C@H](n2cnc3c(NCc4ccc(F)cc4)ncnc32)O1,-12,/,10,6,-9,0,9,-1.2,/,1,/
Cc1nc(N)[nH]c(=O)c1CCC(=O)OCC(C)C,-3,0,12,8,-21,10,-7,2.7,4,11,1
COc1ccccc1-[n+]1c(C)cc(/C=C2\Sc3ccccc3N2C)cc1C,78,52*,57*,67*,92*,-32,84*,-0.6,93*,-43,-10
O=C(NCC(=O)N1CCN(c2ccccc2)CC1)c1cccs1,5,-7,-67,-54,-11,-22,3,0.0,-2,3,0

# (listing goes on)
SMILES,Shn3 inh set2,LMP1 NFkB inh,HIF-2a inh,Peg3 prom inh,NR2E3 ag-1,CF NFkB inh,C8 TRAIL sens,hiPSC survival,TRPM1 prom inh,KKLEB cytotox,NR2E3 ag-2
COCCn1c(=NC(=O)CSCC(=O)Nc2cc(C)on2)sc2cc(C(=O)OC)ccc21,8,-19,14,12,0,-7,-3,1.3,-2,-5,0
COc1cc(NC(=O)c2ccc(OC)c([N+](=O)[O-])c2)ccc1NC(=O)c1ccco1,9,-12,-27,-7,21,-20,-2,-0.7,-7,8,0
COc1ccccc1N1CCN(C2CCCN(C(=O)Cn3cccn3)C2)CC1 (configuration not stated),-13,6,12,23,-3,13,-19,0.0,-1,13,-1
Nn1c(-c2ccc(O)cc2)nnc1-c1ccc(O)cc1,-6,-3,18,5,7,2,-18,-0.1,-1,-8,0
O=C(NCC1CCN(S(=O)(=O)c2ccccc2)CC1)Nc1ccccc1,-12,2,6,3,-6,0,-6,-0.5,16,-14,0
COc1ccc(C(=O)NC(CC(C)C)C(=O)O)cc1 (configuration not stated),10,2,9,-6,-17,-18,-4,-0.4,0,19,2
CC(=O)c1cccc(NC(=O)c2cc3ccccn3n2)c1,-64,-7,-204,-314,-58,-27,-6,-2.9,/,11,2
O=C(Nc1ccc(Cl)cc1)[C@@H]1[C@@H]2C(=O)N(c3cccc(F)c3)C(=O)[C@@H]2[C@H]2C=CC=NN21,-8,-1,7,1,-33,-1,2,-0.7,4,7,0
O=C(CN1CCNC(=O)C1)NCCc1ccc(Cl)cc1Cl,4,-9,16,-13,12,-2,-8,-0.8,1,-1,0
O=C(Nc1ccc2c(c1)OCCO2)c1cnn(-c2ccccc2)n1,-56,-27,-308,-186,-23,4,6,2.8,-90,-3,-1
CCCN1Cc2cccc(C(N)=O)c2C1=O,9,-3,9,-3,-43,15,2,8.0,8,-4,1
O=C(NCc1ccccn1)c1cn(CCc2ccccc2)nn1,-10,8,5,12,-20,4,0,-3.6,3,1,-3
COc1ccccc1C(=O)NNC(=O)c1cccc(Cl)c1,-48,23,-113,-163,-84,-19,20,-2.8,-3,4,2
CSc1nc2sc3c(c2c(=O)[nH]1)CCc1ccccc1-3,-15,-5,10,18,3,3,-2,-0.2,19,-5,2
O=C(/C=C/c1cn(CC(O)CN2CCCCC2)c2ccccc12)c1ccccc1 (configuration not stated),-21,11,-4,4,7,-5,-8,-0.9,5,-14,/
S=c1[nH]nc(-c2ccco2)n1/N=C/c1ccc(Cl)cc1Cl,-32,4,14,24,0,-13,-4,3.4,5,-2,1
COc1ccc(C(=O)N/N=C(\C)CC(=O)Nc2ccccn2)cc1OC,-9,-2,8,10,-29,-10,-13,0.0,5,7,3
CCCC(=O)C1=C(O)C(C(=O)OC)C(C)(C)CC1=Nc1ccncc1 (configuration not stated),2,77*,0,1,-26,-6,-11,-0.6,14,1,-4

# Assay outcomes deposited in PubChem BioAssay by several laboratories.
